Compound activity as filed in PubChem BioAssay.
Rad51 HR inh: Rad51 (human) homologous recombination inhibition. Q06609. AID 1385. hit rate 0.085% among 200,000. inhibition, % at 10 µM. hRad51 DNA strand exchange, fluorescence dequenching;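 active means inhibition above 40% at the single screening dose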;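 further: 0% = DMSO control wells and 100% = blanks with heterologous ssDNA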
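Material: hRad51 filaments on single-stranded DNA; Reagent: Donor/quencher-labelled 47-bp dsDNA substrate; Compound: 10 µM final, single point; Schedule: 37 °C 15-min filament assembly, 30-min compound preincubation, 15-min exchange; Technique: FRET fluorescence, excitation 485 nm, emission 520 nm; Benchmarks: control wells and blank wells on each plate.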
thrombin 1536: inhibitors of human thrombin; alpha-thrombin, Boc-VPR-AMC fluorogenic substrate cleavage; AID 1046; inhibition, % at 5 µM; hit rate 0.26% among 220,000;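 active means inhibition at or above 40%; inactive means inhibition below 40%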;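 further: 0% = enzyme with no compound and 100% = wells without enzyme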
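System – human alpha-thrombin · Medium – pH 7.5 Tris (50 mM) with NaCl 150 mM, Tween 20 0.05% · Compound – single-point dosing at 5 µM, 0.2% DMSO · Incubation – enzyme reaction carried out at room temperature · Technique – fluorescence of released AMC, ex 355 nm, em 460 nm · Read-out basis – % inhibition of thrombin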
FXIIa inh: factor XIIa (human) inhibition; P00748; purified FXIIa, Boc-QGR-AMC fluorogenic substrate, 2 h; inhibition, % at 5 µM; hit rate 0.3% among 220,000; in the data active means inhibition above about 40%;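 further: 0% = enzyme with no compound and 100% = blank without enzyme; many of its hits are not listed in these tables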
m-calpain inh: inhibitors of pig calpain II. purified calpain II, fluorogenic peptide substrate, 30 min. inhibition, % at 16 µM. hit rate 0.37% among 220,000;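 active means inhibition above about 50%, limit read from the data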
Cl transport mod: KCC2 (human) Cl- transport modulation. B-score of Tl+ flux slope (higher = more flux/activation; lower = inhibition) at 10 µM. KCC2 cells, thallium flux FluoZin-2 fluorescence. AID 1456. hit rate 2.2% among 190,000. Q9H2X9;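 active means thallium flux slope and its plate-corrected score both differing from the plate sample mean at a set confidence after two filtering rounds, in either direction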;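 further: slope of fluorescence scaled to starting intensity during 10 to 20 s after thallium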
KLK5 inh: kallikrein 5 (human) inhibition; Q9Y337; recombinant hK5, fluorogenic AMC substrate cleavage; inhibition, % at 5 µM; hit rate 0.59% among 210,000; AID 873;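 active means inhibition of 40% or more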;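 further: 0% = enzyme controls without compound and 100% = no-enzyme blanks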
FXIa inh 1536: blocks human coagulation factor XIa protease activity; P03951; purified FXIa, Boc-Glu-Ala-Arg-AMC fluorogenic substrate; inhibition, % at 5 µM; AID 798; hit rate 0.14% among 220,000;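 active means inhibition of at least 40%; inactive means inhibition below 40%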;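 further: fluorescence of freed AMC excited at 355 nm; 0% = enzyme without compound and 100% = no enzyme blank; many of its hits are not listed in these tables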
Furin inh: blocks human furin protease activity. AID 463115. inhibition, % at 30 µM. hit rate 0.061% among 220,000. P09958. purified furin, fluorogenic substrate cleavage; in the data active means inhibition above about 25%; further: inactives centre near -15
PERK inh: human PERK inhibition, primary cell-based screen; Q9NZJ5; hit rate 0.17% among 220,000; CHO PERK-DD fusion, SEAP luminescence translation reporter; inhibition, % at 5.6 µM;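 active means inhibition above the mean inhibition of all tested compounds plus 3 SD, set separately per screening campaign, cut at about 2.9% in these data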;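 further: PERK kinase domain activated by AP20187 dimerizer at 100 nM; 0% = DMSO with dimerizer and 100% = rapamycin at 8.4 µM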
Target sequence (Q9NZJ5 whole entry, looked up, the tested form may be a part): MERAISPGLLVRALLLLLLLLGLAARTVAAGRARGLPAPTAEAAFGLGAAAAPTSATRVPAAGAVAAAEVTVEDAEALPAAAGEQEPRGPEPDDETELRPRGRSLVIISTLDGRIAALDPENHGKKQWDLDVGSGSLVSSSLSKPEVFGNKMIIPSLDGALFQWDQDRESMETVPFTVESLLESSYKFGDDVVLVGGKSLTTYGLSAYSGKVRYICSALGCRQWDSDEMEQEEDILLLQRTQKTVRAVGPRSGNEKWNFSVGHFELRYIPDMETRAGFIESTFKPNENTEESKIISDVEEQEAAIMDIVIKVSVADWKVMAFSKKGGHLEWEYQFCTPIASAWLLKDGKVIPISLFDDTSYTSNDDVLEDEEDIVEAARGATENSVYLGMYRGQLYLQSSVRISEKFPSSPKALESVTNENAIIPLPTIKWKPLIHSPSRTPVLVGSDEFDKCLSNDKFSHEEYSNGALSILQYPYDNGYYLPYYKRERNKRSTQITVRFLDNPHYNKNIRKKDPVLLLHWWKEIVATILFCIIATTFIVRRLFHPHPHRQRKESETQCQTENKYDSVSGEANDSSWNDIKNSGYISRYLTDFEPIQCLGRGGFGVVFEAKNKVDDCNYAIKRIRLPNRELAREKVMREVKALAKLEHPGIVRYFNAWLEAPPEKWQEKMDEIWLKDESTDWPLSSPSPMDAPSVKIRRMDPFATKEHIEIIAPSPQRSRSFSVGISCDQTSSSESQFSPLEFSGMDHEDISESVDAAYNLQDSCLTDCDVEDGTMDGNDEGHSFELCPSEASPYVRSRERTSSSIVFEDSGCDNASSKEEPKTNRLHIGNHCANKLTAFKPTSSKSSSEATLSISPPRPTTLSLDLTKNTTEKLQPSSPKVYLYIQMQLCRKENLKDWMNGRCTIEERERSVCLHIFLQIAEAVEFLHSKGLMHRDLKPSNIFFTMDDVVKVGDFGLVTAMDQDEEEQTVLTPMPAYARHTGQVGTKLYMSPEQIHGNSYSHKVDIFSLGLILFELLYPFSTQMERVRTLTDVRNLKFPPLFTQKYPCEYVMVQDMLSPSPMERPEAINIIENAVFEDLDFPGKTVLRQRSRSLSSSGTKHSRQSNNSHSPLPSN
* = called active by the depositor; / = not tested or not shown; & = joins results of further samples; [ ] = dose if it differs, or a comment. This is a subset; rates above refer to the full screens.

FXIIa inh | Rad51 HR inh | m-calpain inh | FXIa inh 1536 | PERK inh | Furin inh | Cl transport mod | KLK5 inh | thrombin 1536 | molecule
4 | 0 | 10 | 0 | 0.6 | -12 | 0.76 | -1 | 1 | Cn1cnnc1SCC(=O)NCCc1ccc(Cl)cc1Cl
-8 | 2 | -242 | -14 | -0.2 | -7 | -0.91 | -12 | -16 | O=C(Nc1ccc2c(c1)OCO2)c1sc2cc(Cl)ccc2c1Cl
7 | / | -38 | 1 | 1.1 | -21 | -2.3 | 0 | -4 | CCn1cc(C(=O)O)c(=O)c2cnc(N3CCN(C(=S)NC(=O)c4ccc(Cl)cc4)CC3)nc21
18 | 3 | -3 | -2 | / | / | / | -16 | 1 | Oc1ccccc1C1=Nc2ncnn2C(c2ccc(F)cc2)C1 (centres undefined)
-6 | 3 | 28 | -3 | -0.8 | -7[20 µM] | -1 | -2 | -5 | O=C(CSc1nnc(COc2ccccc2)n1-c1ccccc1)c1ccccc1
8 | 0&-2 | -216 | -4 | 0.3 | -10 | -0.45 | 1 | -8 | COc1ccc2nc3ccccc3nc2c1
12 | -9 | -27 | 2 | 0.4 | -31 | 0.042 | -4 | -3 | CSc1nnc(Cc2cc(=O)[nH]c(=O)[nH]2)n1-c1cc(C)ccc1C
4 | 8 | -1 | 1 | 0.7 | -26 | 0.25 | 0 | 2 | O=C(O)/C=C\c1cccc(-n2cnnn2)c1
-1&9 | 36&-6 | -14&-2 | 2&5 | -1.0&0.7 | -5&-26[20 µM] | 0.31 | -13&-7 | 0&-3 | O=C(O)CC(=O)NC12CC3CC(CC(C3)C1)C2
12 | -6 | 13 | 5 | -1.3 | -17 | 0.61 | -2 | / | CC(NCCC(c1ccccc1)c1ccccc1)c1ccccc1 (centres undefined)

Next structures follow:
FXIIa inh | Rad51 HR inh | m-calpain inh | FXIa inh 1536 | PERK inh | Furin inh | Cl transport mod | KLK5 inh | thrombin 1536 | molecule
-3 | -2 | 5 | -8 | 1.2 | -13 | 0.51 | -18 | -1 | Cc1cc(NC(=O)CSc2nnc(-c3ccncc3)n2-c2ccccc2)no1
9 | 1 | -18 | 3 | 0.9 | -16 | 0.63 | 4 | -7 | O=c1c(Cl)c(N2CCNCC2)cnn1C12CC3CC(CC(C3)C1)C2
14 | -4 | -12 | -2 | 0.6 | -19[20 µM] | / | -10 | -2 | CCOCc1nnc(NC(=O)c2c(OC)cccc2OC)s1
-5 | -3 | 0 | 3 | 2.0 | -22[20 µM] | 0.32 | 2 | -20 | CCCCS(=O)CC(O)COCC (centres undefined)
5 | 2 | -61 | 3 | 1.2 | 4[20 µM] | 1.2 | -7 | -7 | Cc1cc(C)n2nc(CCc3ccccc3)nc2n1
1 | -10 | 16 | 3 | -0.8 | -30 | 1.1 | -1 | -2 | Cc1nc(SCC(=O)NCC(F)(F)F)c2c(-c3cccs3)csc2n1
6 | 14 | -9 | 1 | 1.4 | -19 | 64* | 0 | 1 | CC(C)Cn1c(=S)[nH]c2ccccc2c1=O
6 | -2 | -11 | -1 | -0.5 | -22 | -1.5 | 0 | 1 | O=C(Nc1cccc(Cl)c1)OCc1ccccn1
14 | -4 | -36 | -1 | 0.6 | -18[20 µM] | 0.71 | 3 | 1 | N/C(=N\O)c1ccc(NC(=O)c2ccc(Br)o2)cc1
-7 | -1 | 23 | -2 | 1.4 | -24 | -4.4* | -8 | -9 | Cc1ccc(C2=CSC3=NNC4(CCCCC4)NN23)cc1

Taken from above.
For KLK5 inh, O=c1c(Cl)c(N2CCNCC2)cnn1C12CC3CC(CC(C3)C1)C2 is listed with 4
For FXIa inh 1536, Cc1ccc(C2=CSC3=NNC4(CCCCC4)NN23)cc1 is listed with -2
For Cl transport mod, CC(C)Cn1c(=S)[nH]c2ccccc2c1=O is listed with 64*
For Furin inh, CCOCc1nnc(NC(=O)c2c(OC)cccc2OC)s1 is listed with -19[20 µM]

(listing goes on)
FXIIa inh | Rad51 HR inh | m-calpain inh | FXIa inh 1536 | PERK inh | Furin inh | Cl transport mod | KLK5 inh | thrombin 1536 | molecule
39 | -16 | 38 | 15 | -0.6 | -12 | -1 | 8 | 1 | CCOc1cccc(NC(=O)C2CC(=O)N(C)C(=Nc3cccc(F)c3)S2)c1 (centres undefined)
15 | 21 | -21 | 6 | 1.4 | -19 | / | -11 | -4 | Cc1c(N=C/C=C/c2ccccc2)cnn1C
17 | / | 19 | 10 | 0.0 | -21 | -0.62 | -10 | 1 | CC1CCCN(S(=O)(=O)c2ccc(Br)s2)C1 (centres undefined)
16 | 3 | -3 | 4 | -1.4 | -15 | -0.59 | -11 | 2 | CSc1nc2nc3c(c(=O)n2[nH]1)CN(Cc1ccccc1)CC3
12 | -6 | -43 | 3 | 1.2 | -17 | 0.022 | 3 | 0 | O=C(OC(C(=O)NCC1CCCO1)c1ccccc1F)c1ccco1 (centres undefined)
0 | -3 | -124 | -6 | 0.4 | -27[20 µM] | 3.4* | 10 | -5 | Cc1ccc(C)c(N2CCN(C(=O)CCCn3c(=S)[nH]c4cc5c(cc4c3=O)OCO5)CC2)c1
14 | 2 | -6 | 1 | -0.6 | -10[20 µM] | / | 4 | 0 | CC(C)OC(=O)Cn1nnc(-c2ccccc2)n1
4 | -10 | 10 | 2 | 0.1 | -16 | 0.1 | 5 | 3 | CC(C)C(NS(=O)(=O)c1cccc2nsnc12)C(=O)Nc1nccs1 (centres undefined)
8 | 1 | -11 | 15 | 0.9 | -21 | -0.56 | 8 | -3 | OCCNc1nc(-c2ccccc2)nc2ccccc12
2 | 3 | 7 | -6 | 1.1 | -13 | / | 6 | -3 | CCCC(=O)Nc1cc(C)c(NC(=O)c2ccncc2)cn1

The listing continues:
FXIIa inh | Rad51 HR inh | m-calpain inh | FXIa inh 1536 | PERK inh | Furin inh | Cl transport mod | KLK5 inh | thrombin 1536 | molecule
0 | -13 | 4 | -5 | -0.4 | -7 | -0.25 | -6 | -14 | Cc1ccc(NC(=O)CN2CCN(c3ccccn3)CC2)cc1S(=O)(=O)N(C)C
14 | 3 | -52 | 3 | 0.5 | -5[20 µM] | 0.38 | 4 | 0 | CCc1ccc2[nH]c(=O)c(CN(Cc3ccc(F)cc3)C(c3nnnn3CCN3CCOCC3)C(C)C)cc2c1 (centres undefined)
7 | 3 | -25 | -2 | -0.6 | -29 | 0.0032 | -5 | 11 | CCN1CCCC1CNC(=O)c1ccc(N2CCOCC2)c(NS(=O)(=O)c2ccc(OC)cc2)c1 (centres undefined)
8 | -2 | -20 | 0 | 1.8 | -32 | 0.021 | 0 | 2 | COc1ccc(NS(=O)(=O)c2cnc[nH]2)cc1
3 | -2 | 37 | 5 | -0.2 | -14 | / | 3 | 0 | O=C1CCc2cc(S(=O)(=O)N3CCN(c4cccc(C(F)(F)F)c4)CC3)ccc2N1
6 | 1 | 13 | 0 | 0.3 | -15 | -0.41 | -7 | -8 | O=C(/C=C/c1ccccc1)NC1CCS(=O)(=O)C1 (centres undefined)
16 | 0 | 1 | 2 | 0.6 | -24 | -2 | 0 | 3 | CC1(C)CN=C(N(C(=O)Nc2ccccc2)c2ccccc2F)S1
-1 | 3 | -20 | -16 | -0.1 | -20[20 µM] | 0.33 | 2 | -4 | C/C=C/C(=O)OCC(=O)Nc1nc2ccc(C)cc2s1
-3 | -5 | 20 | -8 | -0.6 | 1[20 µM] | / | -15 | -10 | COc1ccc(NC(=O)NC23CC4CC(CC(C4)C2)C3)cc1OC
8 | / | -8 | -2 | 0.2 | -16 | 1.3 | 2 | -2 | Cc1ccc(C)c(N(CC(=O)NC(C)(C)C)C(=O)CNC(=O)c2cccs2)c1

Further structures:
FXIIa inh | Rad51 HR inh | m-calpain inh | FXIa inh 1536 | PERK inh | Furin inh | Cl transport mod | KLK5 inh | thrombin 1536 | molecule
10 | 19 | -5 | -1 | 0.9 | -12 | -0.004 | -4 | 4 | CC(C)(C)c1ccc(CCC(CC(=O)O)CC(=O)O)cc1
2 | -3 | -70 | 2 | -1.1 | -18[20 µM] | / | -21 | -3 | COc1cc(C(=O)Nc2ccc(S(=O)(=O)N3CCc4ccccc43)cc2)cc(OC)c1OC
14 | 2 | 14 | 2 | 0.5 | -6[20 µM] | -1.2 | 2 | -3 | COc1ccc(OC)c(-n2c(-c3ccc(C)cc3)n[nH]c2=S)c1
15 | 2 | 7 | 3 | 0.9 | -20 | 0.43 | -13 | -2 | CC(=O)Nc1cccc(NC(=O)CCn2cnc3cc(C)c(C)cc32)c1
5 | 1 | -15 | -3 | 0.2 | -21 | -0.72 | 0 | -9 | Cc1ccc(CN2CCN(Cc3cccn3-c3ccccn3)CC2CCO)cc1 (centres undefined)
6 | 1 | 25 | -1 | 0.6 | -24 | -1 | 2 | -3 | CCOC(=O)c1ccc(NC(=O)N2CCN(c3ccccc3OC)CC2)cc1
13 | / | -7 | 4 | -0.3 | -16[20 µM] | -4.4* | -8 | 1 | O=C(Nc1ncc2c(n1)-c1ccccc1CC2)c1cccc(Cl)c1
11 | 3 | -24 | 6 | 1.1 | -15 | 0.77 | -29 | -3 | Cc1ccc(NC(=S)N(Cc2cccs2)Cc2cc3cc(C)cc(C)c3[nH]c2=O)cc1
28 | -5 | 20 | 14 | 0.2 | 19[20 µM] | -0.014 | 9 | 18 | Cc1nc(CNS(=O)(=O)c2cc(F)ccc2F)cs1
2 | / | 38 | -6 | -0.7 | -3 | 0.73 | -4 | 0 | Cc1c(Cl)cccc1NC(=O)C1CCN(S(C)(=O)=O)CC1

Records above that bear a hit mark in Cl transport mod:
FXIIa inh | Rad51 HR inh | m-calpain inh | FXIa inh 1536 | PERK inh | Furin inh | Cl transport mod | KLK5 inh | thrombin 1536 | molecule
6 | 14 | -9 | 1 | 1.4 | -19 | 64* | 0 | 1 | CC(C)Cn1c(=S)[nH]c2ccccc2c1=O
-7 | -1 | 23 | -2 | 1.4 | -24 | -4.4* | -8 | -9 | Cc1ccc(C2=CSC3=NNC4(CCCCC4)NN23)cc1
0 | -3 | -124 | -6 | 0.4 | -27[20 µM] | 3.4* | 10 | -5 | Cc1ccc(C)c(N2CCN(C(=O)CCCn3c(=S)[nH]c4cc5c(cc4c3=O)OCO5)CC2)c1
13 | / | -7 | 4 | -0.3 | -16[20 µM] | -4.4* | -8 | 1 | O=C(Nc1ncc2c(n1)-c1ccccc1CC2)c1cccc(Cl)c1

Later entries.
FXIIa inh | Rad51 HR inh | m-calpain inh | FXIa inh 1536 | PERK inh | Furin inh | Cl transport mod | KLK5 inh | thrombin 1536 | molecule
8 | 21 | 20 | 1 | 1.2 | -13 | 0.0032 | -4 | 3 | O=C1Nc2ccccc2N(O)N1c1ccc(Cl)cc1
22 | -2 | -51 | 17 | -1.5 | -12[20 µM] | 0.2 | -8 | 2 | CC(C)N(C(=O)CSc1nnc(-c2cc3ccccc3cc2O)n1Cc1ccco1)C(C)C
10 | 21 | 11 | -1 | -0.1 | -6 | 1.2 | -1 | -5 | Cc1ccc(S(=O)(=O)NC(=O)NC(=O)N(C)S(=O)(=O)c2ccc(C)cc2)cc1
9 | 1 | -11 | -2 | -0.3 | -9 | 0.14 | 3 | -3 | CC1(C)CC(=O)C=C(Nc2ccccc2O)C1
9 | 3 | -2 | 3 | -0.1 | -6 | -0.061 | -21 | -8 | COc1ccc(OCC(O)CN(CCO)CC(O)Cn2ccc3ccccc32)cc1 (centres undefined)
3 | 3 | 15 | 3 | 0.1 | -4 | -1.9 | -21 | -9 | COc1cc(/C=N/O)ccc1OCc1ccc([N+](=O)[O-])cc1
-1 | 10 | 5 | 10 | 1.2 | -17 | -0.86 | -18 | 3 | Cc1ccc(C(=O)OCCN(C)Cc2ccccc2)cc1
